Assay outcomes as filed in PubChem BioAssay.
CHRM4 agonist: human M4 muscarinic receptor agonists, primary screen, CHO-K1 cells, Fluo-8 calcium fluorescence. Muscarinic acetylcholine receptor M4 (Homo sapiens), P08173. CHO-K1 hM4/Gqi5; vehicle 0%, full acetylcholine response 100%. activation, % at 3 µM. actives 0.14% (n = 360,000). AID 624127, 2012;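 active = activation above the run mean over all test wells plus 3 SD, cut at about 32% in these data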;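 also: peak over basal fluorescence ratio per well then scaled between controls; 0% = DMSO wells and 100% = acetylcholine at EC100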
Target sequence (P08173 whole entry, looked up): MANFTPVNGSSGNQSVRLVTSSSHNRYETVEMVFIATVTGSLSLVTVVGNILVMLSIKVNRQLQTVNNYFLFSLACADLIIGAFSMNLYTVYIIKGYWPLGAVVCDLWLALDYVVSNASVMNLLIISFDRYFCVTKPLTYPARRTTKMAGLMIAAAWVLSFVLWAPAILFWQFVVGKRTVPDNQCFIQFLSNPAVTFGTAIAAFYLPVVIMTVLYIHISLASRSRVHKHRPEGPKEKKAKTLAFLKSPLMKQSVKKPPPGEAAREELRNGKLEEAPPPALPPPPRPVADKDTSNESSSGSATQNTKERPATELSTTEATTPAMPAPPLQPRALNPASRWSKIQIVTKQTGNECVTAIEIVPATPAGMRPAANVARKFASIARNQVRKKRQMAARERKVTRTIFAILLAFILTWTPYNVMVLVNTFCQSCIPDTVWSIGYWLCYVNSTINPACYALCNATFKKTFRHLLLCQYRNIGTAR
M5 antag: human M5 muscarinic receptor antagonists, primary screen, CHO cells, Fluo-8 calcium fluorescence; CHO-hM5 cells, ACh EC80; actives 0.59% (n = 360,000); inhibition, % at 3 µM; Muscarinic acetylcholine receptor M5 (Homo sapiens), P08912;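 active = inhibition above a per-plate cutoff, the mean of that plate's test compounds plus 3 SD, cut at about 27% in these data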;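 also: 0% = acetylcholine EC80 with DMSO and 100% = DMSO without agonist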
Target sequence (P08912 whole entry, looked up): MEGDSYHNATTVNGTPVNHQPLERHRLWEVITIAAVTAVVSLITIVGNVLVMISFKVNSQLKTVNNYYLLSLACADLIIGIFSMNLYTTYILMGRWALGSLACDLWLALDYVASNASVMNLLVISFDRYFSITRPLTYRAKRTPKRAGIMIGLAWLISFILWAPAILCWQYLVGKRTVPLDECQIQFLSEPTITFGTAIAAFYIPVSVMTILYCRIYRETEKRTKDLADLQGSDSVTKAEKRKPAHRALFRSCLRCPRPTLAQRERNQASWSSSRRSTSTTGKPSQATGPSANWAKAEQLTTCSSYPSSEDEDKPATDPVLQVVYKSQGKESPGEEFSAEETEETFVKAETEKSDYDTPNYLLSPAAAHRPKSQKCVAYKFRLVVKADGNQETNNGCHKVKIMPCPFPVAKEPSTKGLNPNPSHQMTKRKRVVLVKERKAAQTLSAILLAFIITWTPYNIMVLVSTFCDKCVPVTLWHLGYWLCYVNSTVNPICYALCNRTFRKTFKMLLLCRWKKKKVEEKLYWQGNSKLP
CHO-K1 Ca antag: counter-screen for M1 antagonists: effect in parental CHO-K1 cells; ATP-induced calcium, Fluo-8 fluorescence; actives 0.6% (n = 360,000); inhibition, % at 3 µM; AID 602250;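 active = inhibition above a per-plate cutoff, the plate's mean sample inhibition plus 3 SD, cut at about 24% in these data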;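 also: 0% = DMSO plus EC80 ATP and 100% = DMSO alone without ATP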
CHRM4 antagonist: human M4 muscarinic receptor antagonists, primary screen, CHO cells, Fluo-8 calcium fluorescence. inhibition, % at 3 µM. CHO-hM4 cells, ACh EC80. actives 0.73% (n = 360,000). Muscarinic acetylcholine receptor M4 (Homo sapiens), P08173. AID 624125, 2012;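 active = inhibition above its plate's cutoff, the mean inhibition of sample wells plus 3 SD, cut at about 27% in these data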;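 also: 0% = acetylcholine EC80 with DMSO and 100% = DMSO without agonist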
CHRM5 PAM: human M5 muscarinic receptor positive allosteric modulators, primary screen, CHO-K1 cells, Fluo-8 calcium fluorescence; CHO-K1 hM5, ACh EC20 PAM; 0% = ACh EC20, 100% = ACh EC100; actives 0.3% (n = 360,000); AID 624038, 2012; activation, % at 3 µM;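 active = activation above the run cutoff, the mean activation of all test compounds plus 3 SD, cut at about 18% in these data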
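Test system: CHO-K1 hM5 cells / Doses: single-point, 3 µM nominal / Times: Post-acetylcholine fluorescence recording 140 s / Technique: Fluo-8 calcium fluorescence / Measure: Max/basal fluorescence ratio as % of EC20–EC100 ACh window / Benchmarks: low control EC20 acetylcholine (0%), high control EC100 acetylcholine (100%) / Replicates: one well per compound, no replicates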
M1 ag parental: counter-screen for M1 agonists: effect in parental CHO-K1 cells; Fluo-8 calcium fluorescence; scaled to maximal ATP response, vehicle zero; actives 0.48% (n = 360,000); AID 602248, 2012; activation, % at 3 µM; in the data active = activation above about 15%;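 also: untransfected CHO-K1 host cells lacking M1 receptor as counterscreen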
CHO-K1 Ca PAM: nonselective calcium activators in parental CHO-K1 cells, primary screen, counter-screen for M1 PAM project, cell-based, Fluo-8 calcium fluorescence, full deck, 1536-well | ATP EC20; 0% at ATP EC20, 100% at ATP max | activation, % at 3 µM | actives 0.02% (n = 360,000);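 active = activation above the run cutoff, the mean activation of all test compounds plus 3 SD, cut at about 40% in these data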;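 also: peak over basal fluorescence ratio in a 140 s read after ATP addition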
CHRM5 agonist: human M5 muscarinic receptor agonists, primary screen, CHO-K1 cells, Fluo-8 calcium fluorescence; Muscarinic acetylcholine receptor M5 (Homo sapiens), P08912; CHO-K1 hM5 cells; 0% DMSO wells, 100% maximal acetylcholine response; activation, % at 3 µM; actives 0.19% (n = 360,000); AID 624037, 2012;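 active = activation above the run's mean over test compounds plus 3 SD, cut at about 23% in these data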;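 also: signal is peak over basal fluorescence ratio across the kinetic read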
M4 PAM: human M4 muscarinic receptor positive allosteric modulators, primary screen, CHO-K1 cells, Fluo-8 calcium fluorescence; CHO-K1 hM4/Gqi5, ACh EC20; 0% = ACh EC20, 100% = maximal ACh; activation, % at 3 µM; actives 0.4% (n = 360,000); AID 624126, 2012;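 active = activation above its plate's cutoff, the mean activation of sample wells plus 3 SD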; also: some results filed as inactive read as strong as hits
* = called active by the depositor.

CCOC(=O)N1CCN(Cc2nc3ccc([N+](=O)[O-])cc3c(=O)n2-c2cccc(OC)c2)CC1 was read as CHRM4 agonist 13, M5 antag 16, CHO-K1 Ca antag -6, CHRM4 antagonist 13, CHRM5 PAM -22, M1 ag parental 6.1, CHO-K1 Ca PAM -4, CHRM5 agonist 0 and M4 PAM -28.
For NC(=O)NC(=O)COC(=O)c1ccccc1Oc1ccccc1 the results were CHRM4 agonist 2, M5 antag -6, CHO-K1 Ca antag 0, CHRM4 antagonist -9, CHRM5 PAM 1, M1 ag parental 0.1, CHO-K1 Ca PAM 5, CHRM5 agonist -5 and M4 PAM 3.
`CCCNC(=O)NCCc1c(C)[nH]c2ccccc12` gave CHRM4 agonist 1, M5 antag -1, CHO-K1 Ca antag -6, CHRM4 antagonist -5, CHRM5 PAM -4, M1 ag parental -0.3, CHO-K1 Ca PAM 3, CHRM5 agonist 0 and M4 PAM 0.
CCSc1nc(N)c2c(C)c(C)sc2n1 was read as CHRM4 agonist 0, M5 antag 1, CHO-K1 Ca antag -9, CHRM4 antagonist 0, CHRM5 PAM 0, M1 ag parental -0.4, CHO-K1 Ca PAM 19, CHRM5 agonist -5 and M4 PAM 9.
COc1ccc(S(=O)(=O)N2CCC(C(=O)N[C@@H](C)C(=O)NCc3ccc(F)cc3)CC2)cc1 was read as CHRM4 agonist 0, M5 antag -3, CHO-K1 Ca antag -22, CHRM4 antagonist -10, CHRM5 PAM 3, M1 ag parental 0.6, CHO-K1 Ca PAM 13, CHRM5 agonist -1 and M4 PAM 0.
For CSC1=N/C(=C\c2ccc3c(c2)OCO3)C(=O)S1 the results were CHRM4 agonist 0, M5 antag 8, CHO-K1 Ca antag -17, CHRM4 antagonist 4, CHRM5 PAM 0, M1 ag parental 2.1, CHO-K1 Ca PAM 20, CHRM5 agonist -1 and M4 PAM 14.
`COc1ccc(CN2CCC(n3nccc3NC(=O)C3CCCC3)CC2)c(OC)c1` gave CHRM4 agonist 1, M5 antag 8, CHO-K1 Ca antag -1, CHRM4 antagonist -1, CHRM5 PAM -3, M1 ag parental 0.7, CHO-K1 Ca PAM 3, CHRM5 agonist -6 and M4 PAM 0.
For COc1ccc(NC(=O)CC2C(=O)N(c3cccc(C)c3)C(=O)N2C2CCCCC2)cc1 (centres undefined) the results were CHRM4 agonist 1, M5 antag 2, CHO-K1 Ca antag -6, CHRM4 antagonist 2, CHRM5 PAM -4, M1 ag parental 0.5, CHO-K1 Ca PAM 12, CHRM5 agonist -1 and M4 PAM 1.
C=CCn1cnc2c(NCc3ccccc3)ncnc21 was read as CHRM4 agonist 2, M5 antag 4, CHO-K1 Ca antag -3, CHRM4 antagonist 5, CHRM5 PAM 2, M1 ag parental 0.3, CHO-K1 Ca PAM 7, CHRM5 agonist 2 and M4 PAM 6.
`COc1ccccc1CNC(=O)C(C)c1ccc([N+](=O)[O-])cc1` (centres undefined) gave CHRM4 agonist 2, M5 antag -8, CHO-K1 Ca antag -10, CHRM4 antagonist -4, CHRM5 PAM 3, M1 ag parental 3.6, CHO-K1 Ca PAM 22, CHRM5 agonist 2 and M4 PAM -3.
`CCOC(=O)c1ccc(NC(=O)COc2ccccc2CNCCc2ccccc2)cc1` gave CHRM4 agonist 14, M5 antag 20, CHO-K1 Ca antag -6, CHRM4 antagonist 1, CHRM5 PAM -4, M1 ag parental 6.6, CHO-K1 Ca PAM 16, CHRM5 agonist -1 and M4 PAM -9.
Screening CCCCNC(=O)c1ccc(SCC(=O)N(CC)CC)c([N+](=O)[O-])c1 returned CHRM4 agonist 1, M5 antag -12, CHO-K1 Ca antag -19, CHRM4 antagonist -13, CHRM5 PAM 19*, M1 ag parental 0.8, CHO-K1 Ca PAM 26, CHRM5 agonist 6 and M4 PAM 4.
`O=S(=O)(NCC(c1cccnc1)N1CCN(c2ccc(F)cc2)CC1)c1cccs1` (centres undefined) gave CHRM4 agonist 1, M5 antag -2, CHO-K1 Ca antag -9, CHRM4 antagonist -2, CHRM5 PAM -3, M1 ag parental -0.1, CHO-K1 Ca PAM 18, CHRM5 agonist 2 and M4 PAM 5.
CN(C)C1=NC[C@H](Cc2ccccc2)N1CC1CCCCC1 was read as CHRM4 agonist 1, M5 antag 2, CHO-K1 Ca antag 3, CHRM4 antagonist 2, CHRM5 PAM 1, M1 ag parental -0.3, CHO-K1 Ca PAM -12, CHRM5 agonist -11 and M4 PAM 8.
Screening COc1ccccc1/C=C/C=N/NC(=O)Cc1cccs1 returned CHRM4 agonist -1, M5 antag 4, CHO-K1 Ca antag -6, CHRM4 antagonist -9, CHRM5 PAM -5, M1 ag parental 0.6, CHO-K1 Ca PAM -3, CHRM5 agonist -4 and M4 PAM 9.
COc1ccc(OC)c(C(=O)CSc2nnc(Cc3cccs3)n2CCc2ccccc2)c1 was read as CHRM4 agonist 3, M5 antag 15, CHO-K1 Ca antag -5, CHRM4 antagonist 7, CHRM5 PAM -3, M1 ag parental 1.6, CHO-K1 Ca PAM 26, CHRM5 agonist -4 and M4 PAM -15.
For Cc1c(N)cccc1Cl the results were CHRM4 agonist 2, M5 antag -3, CHO-K1 Ca antag -7, CHRM4 antagonist -10, CHRM5 PAM 8, M1 ag parental -0.5, CHO-K1 Ca PAM 4, CHRM5 agonist 4 and M4 PAM 6.
CCCCc1ccc(S(=O)(=O)NNC(=S)NCc2ccco2)cc1 was read as CHRM4 agonist 4, M5 antag 4, CHO-K1 Ca antag -2, CHRM4 antagonist -6, CHRM5 PAM -6, M1 ag parental 2.9, CHO-K1 Ca PAM 8, CHRM5 agonist 0 and M4 PAM 5.
Screening O=C(NCC(=O)N1CCN(S(=O)(=O)c2ccccc2F)CC1)c1ccc2ccccc2c1 returned CHRM4 agonist 10, M5 antag 7, CHO-K1 Ca antag -3, CHRM4 antagonist -23, CHRM5 PAM -12, M1 ag parental 2.6, CHO-K1 Ca PAM -5, CHRM5 agonist 5 and M4 PAM -1.
For C=CCOC(=O)C1=C(C)NC(=O)NC1c1ccc2c(c1)OCO2 (centres undefined) the results were CHRM4 agonist 0, M5 antag 0, CHO-K1 Ca antag 4, CHRM4 antagonist -2, CHRM5 PAM 12, M1 ag parental 0.0, CHO-K1 Ca PAM -3, CHRM5 agonist 1 and M4 PAM -1.
COc1ccc(NC(=O)CN(C)S(=O)(=O)c2cnc[nH]2)cc1Cl was read as CHRM4 agonist 0, M5 antag -8, CHO-K1 Ca antag -4, CHRM4 antagonist 3, CHRM5 PAM 9, M1 ag parental 0.0, CHO-K1 Ca PAM -9, CHRM5 agonist -2 and M4 PAM -2.
For O=C(N/N=C/c1ccccc1OC(F)F)NC1CCCCC1 the results were CHRM4 agonist -1, M5 antag 2, CHO-K1 Ca antag -15, CHRM4 antagonist -12, CHRM5 PAM 4, M1 ag parental 1.1, CHO-K1 Ca PAM 7, CHRM5 agonist -4 and M4 PAM 1.
For COc1cccc(C(=O)OCC(=O)NC2CCCc3ccccc32)c1O (centres undefined) the results were CHRM4 agonist 5, M5 antag 15, CHO-K1 Ca antag -5, CHRM4 antagonist -1, CHRM5 PAM 2, M1 ag parental 0.2, CHO-K1 Ca PAM -18, CHRM5 agonist 3 and M4 PAM 14.
Screening O=C(CCc1c[nH]c2ccccc12)N[C@@H](Cc1c[nH]c2ccc(O)cc12)C(=O)O returned CHRM4 agonist 0, M5 antag 3, CHO-K1 Ca antag -1, CHRM4 antagonist 10, CHRM5 PAM -4, M1 ag parental -0.1, CHO-K1 Ca PAM 6, CHRM5 agonist -6 and M4 PAM -2.
Screening Cc1ccc(C)c(OCCn2cc(C(=O)O)c3ccccc32)c1 returned CHRM4 agonist 17, M5 antag 23, CHO-K1 Ca antag -7, CHRM4 antagonist 1, CHRM5 PAM -9, M1 ag parental 5.1, CHO-K1 Ca PAM 14, CHRM5 agonist 1 and M4 PAM 0.
`COc1cc(/C=C2\C(=O)ON=C2c2ccccc2)cc(OC)c1OC` gave CHRM4 agonist 1, M5 antag -4, CHO-K1 Ca antag -4, CHRM4 antagonist 3, CHRM5 PAM 3, M1 ag parental 1.3, CHO-K1 Ca PAM 22, CHRM5 agonist -2 and M4 PAM 15.
Screening COc1cccc(NC(=S)N(Cc2ccc(C(=O)O)cc2)Cc2ccc(OC)c(OC)c2)c1 returned CHRM4 agonist 1, M5 antag -3, CHO-K1 Ca antag -2, CHRM4 antagonist 9, CHRM5 PAM 3, M1 ag parental -0.1, CHO-K1 Ca PAM 4, CHRM5 agonist 3 and M4 PAM 20*.
`Cc1cc(C)nc(N2CCCC(C(=O)NCCC3=CCCCC3)C2)n1` (centres undefined) gave CHRM4 agonist 0, M5 antag -7, CHO-K1 Ca antag 0, CHRM4 antagonist 14, CHRM5 PAM 4, M1 ag parental 0.2, CHO-K1 Ca PAM 0, CHRM5 agonist 2 and M4 PAM 3.
For CCc1cccc(OCCCCN(CC)CC)c1 the results were CHRM4 agonist 1, M5 antag -2, CHO-K1 Ca antag -8, CHRM4 antagonist -5, CHRM5 PAM -4, M1 ag parental -0.1, CHO-K1 Ca PAM 10, CHRM5 agonist -11 and M4 PAM 1.
O=C(NC(Nc1nc2ccccc2s1)(C(F)(F)F)C(F)(F)F)c1ccccc1 was read as CHRM4 agonist 1, M5 antag -2, CHO-K1 Ca antag 1, CHRM4 antagonist -12, CHRM5 PAM 2, M1 ag parental -0.2, CHO-K1 Ca PAM -6, CHRM5 agonist 0 and M4 PAM 8.
Cc1csc(NC(=O)CSc2ccc3nnc(CCNS(=O)(=O)c4ccccc4)n3n2)n1 was read as CHRM4 agonist 1, M5 antag 2, CHO-K1 Ca antag 2, CHRM4 antagonist 3, CHRM5 PAM 0, M1 ag parental -0.1, CHO-K1 Ca PAM -8, CHRM5 agonist -1 and M4 PAM 0.
c1cn2c(Nc3ccc4c(c3)OCCO4)c(-c3ccc(N4CCOCC4)cc3)nc2cn1 was read as CHRM4 agonist 0, M5 antag 24, CHO-K1 Ca antag -11, CHRM4 antagonist -4, CHRM5 PAM -5, M1 ag parental -0.2, CHO-K1 Ca PAM 12, CHRM5 agonist 0 and M4 PAM 2.

Reprinted from the listing (two entries):
Cc1csc(NC(=O)CSc2ccc3nnc(CCNS(=O)(=O)c4ccccc4)n3n2)n1 was read as CHRM4 agonist 1, M5 antag 2, CHO-K1 Ca antag 2, CHRM4 antagonist 3, CHRM5 PAM 0, M1 ag parental -0.1, CHO-K1 Ca PAM -8, CHRM5 agonist -1 and M4 PAM 0.
c1cn2c(Nc3ccc4c(c3)OCCO4)c(-c3ccc(N4CCOCC4)cc3)nc2cn1 was read as CHRM4 agonist 0, M5 antag 24, CHO-K1 Ca antag -11, CHRM4 antagonist -4, CHRM5 PAM -5, M1 ag parental -0.2, CHO-K1 Ca PAM 12, CHRM5 agonist 0 and M4 PAM 2.
